Assay outcomes deposited in PubChem BioAssay by National Center for Advancing Translational Sciences (NCATS).
Eya2 inh = blocks the phosphatase activity of human Eya2 | recombinant Eya2, OMFP fluorescence dephosphorylation (OMFP is methylfluorescein phosphate) | hit rate 0.006% among 330,000 | O00167 | Potency, µM (titrated, usually from 76.9 µM), for inactives: top-dose activity, negative = inhibition, hits mostly inhibitors; also: potency is read from the fitted curve at half-maximal effect; % is scaled to controls: 0 for no effect and ±100 for the full control effect
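Eya2 protein (added as 0.2 uM solution) was preincubated with compound for 10 min at ambient temperature in 50 mM HEPES pH 7.5, 50 mM NaCl, 5 uM MgCl2, 0.05% BSA, 1 mM DTT. OMFP (added at 50 uM) then reacted 10 min; fluorescence read at 485/525 nm.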
Mito fusion yeast = inhibitors of mitochondrial division or activators of mitochondrial fusion; S. cerevisiae fusion-defective mutant growth rescue, CellTiterGlo 48 h; Potency, µM (series often up to 46.1 µM), inactives show top-dose growth rescue (activation), actives largely listed as activators; hit rate 0.23% among 320,000; AID 485298;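 also: potency is read from the fitted curve at half-maximal effect; % of control where 0% means no effect; nearly all actives have a fitted effect of over 45% in size; temperature-sensitive fusion mutants such as fzo1-1 at 37 °C on non-fermentable ethanol glycerol medium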
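Read-out: ATP-based luminescence (CellTiterGlo, 10 min ambient) reporting growth of fusion-defective ts yeast after 48 hours at 37C on glycerol/ethanol YPEG medium in the presence of compound.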
KCNH2 WT inh = blocks the wildtype human KCNH2 potassium channel | U2OS, BacMam KCNH2, thallium flux FluxOr; stronger effect = lower value | activity change, % at 1.84 µM | hit rate 0.37% among 340,000;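 active = maximum activity change below -70%; inconclusive = maximum activity change between -70% and -50%; inactive = maximum activity change above -50%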; also: % is scaled to controls: 0 for no effect and ±100 for the full control effect
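U2OS cells were transduced with wild-type KCNH2 virus (2.03 x 10^8 / mL) for 4 h at room temperature, then cultured overnight at 37 C. Thallium flux was read with FluxOr dye. Rate constants were normalized to DMSO controls.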
USP2a block = USP2a (human) protease inhibition; O75604; USP2 core, Ub-CHOP2 coupled fluorogenic reporter, 485/531; Potency, µM (top dose mostly 38.3 µM), without a hit: top-dose activity change, negative = inhibition, most hits filed as inhibitors; hit rate 0.01% among 330,000; AID 463254;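 also: potency is read from the fitted curve at half-maximal effect; plate controls were DMSO wells for no effect and full inhibition by NEM control for full effect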
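USP2 core (10nM final) preincubated 30min RT with compound in 20mM Tris-HCl pH 8.0, 2mM CaCl2, 2mM beta-mercaptoethanol, 0.05% CHAPS; 25nM Ub-CHOP2 plus 25nM reporter substrate added, fluorescence (Ex485/Em531) read after 60min.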
ASM inhibitor = blocks human secretory acid sphingomyelinase. hit rate 0.006% among 340,000. placental ASM, HMU-PC fluorogenic substrate, 60 min. P17405. Potency, µM (titrated, usually from 57.5 µM), inactives show at the top dose activity change, negative = inhibition, actives largely listed as inhibitors; also: potency is read from the fitted curve at half-maximal effect
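Human placenta-derived ASM preincubated with compound 10 min at room temperature, then reacted with 9 uM (final) fluorogenic HMU-PC substrate for 60 min at 37 C. Stop solution raises pH to 10; fluorescence read at Ex 386/Em 447 nm.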
Menin MLL FP TR = displaces Texas Red mutant MLL peptide from human menin; Menin + Texas Red MLL mutant peptide, fluorescence polarization; Potency, µM (series often up to 61.6 µM), without a hit: at the highest dose FP activity change, negative = inhibition, most hits filed as inhibitors; hit rate 0.23% among 270,000; active = well fitted inhibition curve with a large enough effect in the polarisation, with a control signal flat, not every such curve was filed as active; inconclusive = small, poorly fitted or top-dose-only effect, or effect the other way, or a change in a side signal; inactive = no such curve, though single readings can be large or run the other way; the % refers to the polarisation; also: potency is read from the fitted curve at half-maximal effect; % of control where 0% means no effect; many of its hits are not listed in these tables
Target sequence (O00255 whole entry, looked up): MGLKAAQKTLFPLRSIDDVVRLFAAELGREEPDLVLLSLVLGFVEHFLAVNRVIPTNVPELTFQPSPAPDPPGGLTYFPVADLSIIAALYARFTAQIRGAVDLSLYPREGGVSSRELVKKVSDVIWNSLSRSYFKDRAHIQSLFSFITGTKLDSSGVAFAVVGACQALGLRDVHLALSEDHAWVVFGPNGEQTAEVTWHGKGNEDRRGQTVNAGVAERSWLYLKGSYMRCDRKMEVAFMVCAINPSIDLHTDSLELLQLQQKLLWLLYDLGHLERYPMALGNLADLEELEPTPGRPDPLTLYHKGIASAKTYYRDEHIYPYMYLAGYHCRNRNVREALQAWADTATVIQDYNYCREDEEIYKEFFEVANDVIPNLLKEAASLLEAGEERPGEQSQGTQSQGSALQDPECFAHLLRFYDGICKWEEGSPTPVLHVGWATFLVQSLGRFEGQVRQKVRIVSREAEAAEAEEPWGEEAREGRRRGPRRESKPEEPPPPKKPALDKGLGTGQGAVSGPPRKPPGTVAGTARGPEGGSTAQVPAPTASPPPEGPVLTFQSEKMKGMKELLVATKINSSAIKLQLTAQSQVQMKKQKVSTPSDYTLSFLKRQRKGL
TSHR antag = human thyrotropin receptor antagonism. TSHR-expressing cells, TSH-stimulated cAMP HTRF, 2 h; stronger effect = lower value. activity change, negative = inhibition, % at 11.5 µM. hit rate 0.2% among 330,000. AID 504810;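 active = activity change below a set negative limit, meaning inhibition stronger than a set level, cut at about -70% in these data; inconclusive = activity change between two set negative limits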; also: % is scaled to controls: 0 for no effect and ±100 for the full control effect
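Competitive HTRF cAMP read-out (cryptate anti-cAMP antibody, cAMP-d2; 30 min, room temperature) in freshly harvested TSHR cells. Compounds added before TSH at EC80 (4nM final), followed by 2 hours' incubation at 37 deg C.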
Chronic BCR inh = chronic active BCR signaling inhibition. ABC-DLBCL IkBa-CBG/CBR reporter, luminescence ratio, 4 h. Potency, µM (titrated, usually from 46.1 µM), for inactives: at the highest dose ratio change, negative = lower green/red ratio, most hits filed as inhibitors. hit rate 0.05% among 340,000. AID 493014; active = well fitted inhibition curve with a large enough effect in the signal ratio, with a control signal flat, not every such curve was filed as active; inconclusive = small, poorly fitted or top-dose-only effect, or effect the other way, or a change in a side signal; the % refers to the signal ratio;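 also: potency is read from the fitted curve at half-maximal effect; plate controls were basal doxycycline-induced cells for no effect and cells given 10 µM MG132 for full effect; MG132 reads +100%, hits lower the ratio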
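TMD8 human ABC-DLBCL cells with doxycycline-inducible IκBα–green luciferase fusion and unfused red luciferase, in 0.5% FBS medium; compounds up to 46 uM, 4 h at 37C. Green/red luminescence ratio, filter-overlap corrected, fitted to concentration-response curves.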
GALK inhibitor = inhibitors of human galactokinase. Purified GALK, Kinase-Glo residual ATP luminescence. P51570. Potency, µM (doses to about 57.5 µM), without a hit: at the top dose activity change, negative = inhibition, most hits filed as inhibitors. hit rate 0.007% among 270,000; also: potency is read from the fitted curve at half-maximal effect; % is scaled to controls: 0 for no effect and ±100 for the full control effect
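Galactose (100 uM) and ATP (35 uM) were turned over by 5 nM GALK for 1 h at RT. Kinase-Glo Plus then converted the remaining ATP into a luminescent signal.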
MBNL1 CUG block = inhibitors of human MBNL1 binding to CUG repeat RNA; AID 2675; hit rate 0.036% among 280,000; Q9NR56; TR-FRET MBNL1-His/biotin-(CUG)12 binding, 665/545 ratio; Potency, µM (titrated, usually from 57.5 µM), for the others: at the highest dose activity change, negative = inhibition, usual class: inhibitors; active = well fitted inhibition curve with a large enough effect in the signal ratio, with a control signal flat, not every such curve was filed as active; inconclusive = small, poorly fitted or top-dose-only effect, or effect the other way, or a change in a side signal; inactive = no such curve, though single readings can be large or run the other way; the % refers to the signal ratio; also: potency is read from the fitted curve at half-maximal effect; % is scaled to controls: 0 for no effect and ±100 for the full control effect
Target sequence (Q9NR56 whole entry, looked up): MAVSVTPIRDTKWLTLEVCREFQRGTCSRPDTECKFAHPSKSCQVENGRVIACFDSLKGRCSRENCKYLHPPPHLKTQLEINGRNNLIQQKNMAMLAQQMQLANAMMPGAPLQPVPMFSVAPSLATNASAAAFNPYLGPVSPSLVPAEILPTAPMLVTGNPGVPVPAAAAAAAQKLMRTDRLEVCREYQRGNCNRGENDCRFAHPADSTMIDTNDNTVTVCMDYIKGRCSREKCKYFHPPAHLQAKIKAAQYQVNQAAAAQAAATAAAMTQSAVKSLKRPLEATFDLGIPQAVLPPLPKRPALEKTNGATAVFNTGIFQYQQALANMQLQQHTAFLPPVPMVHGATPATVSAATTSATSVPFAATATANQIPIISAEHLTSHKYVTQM
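Compounds (final 92 nM to 58 uM) are added to His-tagged MBNL1 and biotin-(CUG)12, then terbium anti-His antibody and streptavidin-XL665 (5 nM final). After 60 min at room temperature, the 665/545 nm ratio is read.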
PKM2 activator = increases activity of human pyruvate kinase M2 | P14618 | purified PKM2, Kinase-Glo ATP luminescence, activation; response scale: 0% is enzyme alone, no compound | Potency, µM (series often up to 57.5 µM), inactives show at the highest dose activation, most hits filed as activators | hit rate 0.34% among 260,000; also: potency is read from the fitted curve at half-maximal effect; % is scaled to controls: 0 for no effect and ±100 for the full control effect; nearly all actives have a fitted effect of over 55% in size
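hPK-M2, >95% pure; 0.1 mM ADP / 0.5 mM PEP final; imidazole pH7.2 buffer w/ 7 mM MgCl2, 50 mM KCl; 1 h RT; Kinase-Glo lum. Intermediate enzyme activity for dual inhibitor/activator qHTS.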
Numbers without * were called inactive; ? = inconclusive; . = no result given; [ ] = dose if it differs, or a comment. Unless noted, calls follow the shape of the dose curve; as a rule, active = well fitted curve in the direction sought with a large enough effect; inconclusive = small, poorly fitted or top-dose-only effect, or another doubt; inactive = no such curve, though single readings can be large; an effect the other way counts as inactive or inconclusive.

SMILES	Eya2 inh	Mito fusion yeast	KCNH2 WT inh	USP2a block	ASM inhibitor	Menin MLL FP TR	TSHR antag	Chronic BCR inh	GALK inhibitor	MBNL1 CUG block	PKM2 activator
CCOC(=O)C1CCN(S(=O)(=O)c2ccc3c(c2)CC(C)N3C(=O)C2CC2)CC1 (configuration not stated)	1%	?	-8	2%	-1%	-11%	-15	6%	-7%	3%	.
O=C(CSc1nc(N2CCOCC2)nc(N2CCOCC2)n1)Nc1cccc(C(F)(F)F)c1	12%	1%	-12	-1%	-4%	19%	-4	0%	1%	0%	-4%
O=C1[C@H]2C(c3ccccc3)=NN(c3ccccc3)[C@H]2C(=O)N1c1ccccc1	6%	?	17	0%	399%[activator]	?	-2	0%	0%	11%	0%
O=C(O)C1Cc2[nH]cnc2C(c2cccc([N+](=O)[O-])c2)N1 (configuration not stated)	4%	-8%	-5	1%	5%	11%	6	1%	8%	?	-8%
Cc1ccc(NC(=O)c2ccc(=O)[nH]n2)cc1S(=O)(=O)Nc1ccccc1Cl	-20%	-5%	-20	2%	2%	.	-14	6%	.	.	.
CC1CCN(c2ccc(C(=O)Nc3ccc4c(c3)OCO4)cc2[N+](=O)[O-])CC1	-15%	?	-6	-2%	-9%	?	-18	?	2%	.	-4%
COc1ccc(N(C)S(=O)(=O)c2cccc(C(=O)NCc3ccc(C)cc3)c2)cc1	-1%	21%	-7	1%	-4%	.	10	-3%	.	.	.
COc1ccc(-n2cnnc2SCC(=O)NC2CCCc3ccccc32)cc1 (configuration not stated)	-9%	-8%	-1	-1%	-1%	-3%	-6	-2%	1%	-16%	0%
CCCCN(C)C(=O)C1CCN(Cc2ccc(OCc3ccccc3)cc2)CC1	-1%	-1%	30	0%	1%	-22%	12	?	2%	-5%	-2%
O=C(Nc1cccc(-c2ccc(N3CCCCC3)nn2)c1)c1ccc(Br)o1	2%	?	15	4%	-4%	.	-14	?	.	.	.
Cc1cnc(NC(=O)c2sc3ccccc3c2Cl)s1	3%	0%	-1	3%	59%	?	-19	0%	.	27%	-3%
C=CCNC(=O)COC(=O)c1c2c(nc3ccccc13)CCC2	?	9%	2	-2%	-9%	?	-6	?	-1%	12%	.
CCOC(=O)C1=NN(c2ccccc2)C(=O)/C1=C\c1ccc(N(C)C)cc1	-9%	-5%	-7	1%	1%	?	24	?	2%	2%	-6%
c1ccc(Cn2nnnc2CN2CCN(Cc3ccc4c(c3)OCO4)CC2)cc1	0%	-2%	-3	1%	0%	-5%	-4	0%	2%	1%	1%
COc1ccccc1CNC(=O)c1ccc(N(C)S(=O)(=O)c2ccc(C)cc2)cc1	5%	5%	2	-4%	4%	.	53	-1%	6%	-4%	-3%
CCc1cccc(CC)c1NC(=O)COC(=O)Cc1ccsc1	-6%	-11%	-5	-6%	0%	18%	24	11%	-4%	-9%	-12%
COc1ccc(Nc2cc(C)nc3nc(C)nn23)cc1Cl	-36%	-1%	-2	-1%	2%	8%	8	-22%	-1%	-8%	-6%
c1ccc(SCc2nc(-c3cccnc3)no2)cc1	13%	14%	-3	2%	3%	0%	-38	?	1%	1%	10%
Cn1c(CC(=O)Nc2ccccc2F)nnc1SCC(=O)NC1CCCCC1	-8%	8%	4	0%	1%	-18%	0	-6%	0%	-6%	.
COc1ccc(Nc2nc(-c3cccs3)nc3ccccc23)c(OC)c1	4%	?	-2	-2%	2%	?	30	1%	-3%	-8%	-6%
C(=N\Nc1nc(Nc2ccccc2)nc(Nc2ccccc2)n1)/c1ccncc1	0%	-6%	2	7%	-1%	-29%	-2	3%	-2%	-1%	-9%
O=C(Cc1ccccc1)NCC(=O)N/N=C/c1ccc([N+](=O)[O-])s1	2%	10%	-4	0%	-5%	2%	-6	?	-2%	?	-2%
CCS(=O)(=O)c1ccc2oc(SCC(=O)Nc3ccc(OC)cc3OC)nc2c1	2%	0%	-7	1%	4%	-9%	0	?	-6%	.	-2%
COCCCNC(=S)N1CCC(NC(=O)Nc2ccc(C)cc2)CC1	-3%	-6%	-16	2%	0%	2%	0	?	4%	-4%	-2%
COc1cccc(C(=O)CN(C(=O)c2ccc(Cl)c(Cl)c2)N2C(=O)c3ccccc3C2=O)c1	-2%	-1%	4	1%	-1%	-8%	14	-15%	-3%	-17%	7%
Cc1cc(C(=O)NCc2ccc(F)cc2)c2ccccc2n1	-8%	1%	1	0%	-2%	17%	1	?	6%	3%	.
CC(C)C(c1nnnn1Cc1ccccc1)N1CCc2ccccc2C1 (configuration not stated)	-11%	6%	-22	0%	2%	-24%	-11	16%	-4%	15%	-11%
CC1CCCCN1CCNC(=O)c1ccc2c(c1)N(Cc1ccccc1F)C(=O)c1ccccc1S2=O (configuration not stated)	13%	-8%	17	1%	1%	?	-5	?	0%	-4%	4%
CC(=O)Nc1cc(-c2nn(CC(=O)N3CCCCC3)c(=O)c3ccccc23)ccc1N1CCOCC1	5%	-4%	12	1%	5%	?	3	-2%	-1%	17%	-7%
CC(=O)Nc1ccc(NC(=O)C(C)OC(=O)CCN=C2NS(=O)(=O)c3ccccc32)cc1 (configuration not stated)	-11%	1%	-7	-1%	-1%	.	1	2%	-6%	-1%	-6%
O=C(CCNC(=O)Cn1ccc2ccccc2c1=O)NCCCN1CCN(c2ccccc2F)CC1	1%	0%	11	-4%	1%	-1%	-1	1%	0%	-7%	-1%
CCC(C)NC(=O)c1ccc2c(c1)N(Cc1ccccc1)C(=O)CS2 (configuration not stated)	4%	-7%	-14	-1%	2%	0%	2	?	0%	.	-14%
O=C(CN1CCCCC1)N1c2ccccc2Sc2ccc(C(F)(F)F)cc21	0%	10%	0	1%	0%	?	-7	-9%	1%	?	3%
C/C(=N\NC(=O)NC1CCCCC1)c1ccco1	3%	1%	-8	3%	3%	-22%	-10	1%	2%	4%	3%
O=C(Nc1ccccc1C(=O)NCCCn1ccnc1)c1ccc(Cl)cc1Cl	0%	-2%	10	1%	1%	-9%	12	?	0%	8%	-6%
COc1ccc(-c2sc3cc(OC)c(OC)cc3c2C#CC2(O)CCCCC2)cc1	1%	?	.	-7%	-19%	.	24	13%	.	.	.
Cc1ccc2cc(N)ccc2n1	-16%	2%	-2	-3%	25%	2%	-5	5%	-2%	?	1%
Cc1ccc([C@H]2C(C#N)=C(N)Oc3cc(C)oc(=O)c32)o1	-9%	-14%	-5	3%	0%	17%	3	?	1%	.	2%
O=C(COc1ccc2c3c(c(=O)oc2c1)CCC3)NCCN1CCOCC1	0%	-3%	-2	1%	13%	-13%	7	10%	7%	-3%	-1%[0.46 µM]
CCOc1ccc(NC(=O)C2CCCN(C(=O)NCc3ccccc3)C2)cc1 (configuration not stated)	0%	-1%	0	-1%	0%	-2%	-12	?	0%	?	1%
Cc1cccc(CSc2cn(CC(=O)N3CCOCC3)c3ccccc23)c1	-10%	9%	3	-2%	1%	15%	-8	?	1%	0%	4%
COc1ccc(N2CCN(C(=O)CN3C(=O)NC4(CCCCCC4)C3=O)CC2)cc1	10%	3%	-1	0%	0%	.	12	2%	.	.	.
O=C(C1CCC1)N1CCc2cc(S(=O)(=O)Nc3ccc4c(c3)OCO4)ccc21	6%	2%	-23	1%	0%	14%	-6	11%	1%	-5%	2.8µM*
O=C(N/N=C/c1c[nH]c2ccccc12)C1CC1c1ccccc1 (configuration not stated)	-1%	1%	-3	0%	-1%	?	-16	?	-2%	-12%	0%
O=C(CCCC(=O)OCC1CCCO1)OCC1CCCO1 (configuration not stated)	3%	5%	-2	2%	0%	15%	-7	-2%	-1%	-3%	6%

A portion of the library; count on the stated rates, not on these rows.
